# Compound activity (PubChem)
# hIAP activ: increases human intestinal alkaline phosphatase activity | activation factor at 10 µM | P09923 | AID 2524 | purified human IAP, CDP-Star luminescence, 30 min; active compounds read high; 1 = vehicle-only enzyme, 0 = enzyme-free background | actives 0.16% (n = 330,000);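 active = activation factor of the enzyme at least 2-fold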; also: the source names both 10 and 20 µM as test concentration; values of inactives mirror those of a sister screen read the other way
# Target sequence (P09923 whole entry, looked up): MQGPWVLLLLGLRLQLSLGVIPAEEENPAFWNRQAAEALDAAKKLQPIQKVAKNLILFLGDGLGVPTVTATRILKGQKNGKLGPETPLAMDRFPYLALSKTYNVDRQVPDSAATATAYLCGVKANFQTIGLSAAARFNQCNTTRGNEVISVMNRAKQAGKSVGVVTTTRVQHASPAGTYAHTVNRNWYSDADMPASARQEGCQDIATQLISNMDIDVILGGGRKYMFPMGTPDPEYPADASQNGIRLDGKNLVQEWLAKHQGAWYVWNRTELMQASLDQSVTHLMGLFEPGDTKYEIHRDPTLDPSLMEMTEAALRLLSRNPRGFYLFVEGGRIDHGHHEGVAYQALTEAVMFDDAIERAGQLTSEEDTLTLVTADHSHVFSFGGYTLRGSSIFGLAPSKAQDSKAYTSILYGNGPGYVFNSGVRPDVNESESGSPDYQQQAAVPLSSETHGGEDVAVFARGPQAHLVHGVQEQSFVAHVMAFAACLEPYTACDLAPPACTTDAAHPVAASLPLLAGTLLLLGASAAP
# PfGluPho inh: PfG6PD (Plasmodium falciparum) enzyme inhibition; inhibition, % at 20 µM; PfGluPho enzyme, NADPH resazurin-diaphorase fluorescence; AID 504690; actives 0.78% (n = 350,000);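 active = inhibition reaching at least a set limit at 20 µM in the primary screen, cut at about 59% in these data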;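 also: 0% = DMSO wells with substrate and 100% = DMSO wells lacking glucose-6-phosphate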
# SENP8 block: blocks human SENP8 cleavage of Nedd8 substrate. Q96LD8. recombinant SENP8, Nedd8 substrate fluorescence. inhibition, % at 20 µM. actives 0.64% (n = 360,000); in the data active = inhibition mostly above about 40%, no sharp cut-off; inactive = mostly below about 27%
# SENP1 FRET inh: inhibitors of human SENP1 SUMO protease catalytic domain; Q9P0U3; actives 0.21% (n = 360,000); inhibition, % at 10 µM; AID 624204; recombinant SENP1 catalytic domain, CyPet-SUMO1-YPet FRET cleavage;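 active = inhibition at least 30% at 10 µM, raw YFP signal under a set limit, fluorescence ratio 0.5 to 1.5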;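 also: 0% = enzyme with DMSO and 100% = no enzyme wells; some results filed as inactive read as strong as hits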
#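 Material – human SENP1 catalytic domain · Input – SENP1 enzyme, 20 pM final · Compound dosing – single concentration of 10 µM compound, 0.5% DMSO final · Timing – enzyme reaction for 50 min at room temperature, dark · Measured by – FRET fluorescence in CFP and YFP emission channels · Control set – no-enzyme wells low, DMSO-plus-enzyme wells high control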
# GRIN3A LBD mod: NR3A (human) ligand-binding domain modulation | NR3A LBD differential scanning fluorimetry, Tm shift; 0% = protein alone, 100% = glycine-bound protein | Tm shift relative to glycine control, % at 25 µM | actives 2.5% (n = 340,000) | AID 1259313;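 active = melting temperature shift of at least 10% of the positive control shift, at one fixed dose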
# SENP6 block: inhibitors of human SENP6 protease; Q9GZR1; Recombinant SENP6 catalytic domain, aminoluciferin luminescence; inhibition, % at 10 µM; actives 1.8% (n = 330,000); AID 2599;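 active = inhibition above about 50% at the single tested dose, limit read from the data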;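 also: plate controls were DMSO wells with enzyme for no effect and DMSO wells lacking enzyme for full effect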
# MPTP block: inhibitors of mitochondrial permeability transition pore; actives 1.4% (n = 360,000); AID 602449; inhibition, % at 10 µM; isolated mouse mitochondria, Ca2+ swelling absorbance, 30 min;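 active = inhibition of 50% or more, scaled per plate between neutral and stimulator controls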;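 also: 0% = DMSO wells given calcium and 100% = 1 mM EGTA wells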
# ATG4B inhibitor: blocks human ATG4B protease cleavage of LC3 substrate; Q9Y4P1; AID 504462; ATG4B cleavage of LC3-PLA2, NBD-HPC fluorescence, 1 h; inhibition, % at 8.33 µM; actives 0.51% (n = 340,000); in the data active = inhibition above about 40%
# Target sequence (Q9Y4P1 whole entry, looked up): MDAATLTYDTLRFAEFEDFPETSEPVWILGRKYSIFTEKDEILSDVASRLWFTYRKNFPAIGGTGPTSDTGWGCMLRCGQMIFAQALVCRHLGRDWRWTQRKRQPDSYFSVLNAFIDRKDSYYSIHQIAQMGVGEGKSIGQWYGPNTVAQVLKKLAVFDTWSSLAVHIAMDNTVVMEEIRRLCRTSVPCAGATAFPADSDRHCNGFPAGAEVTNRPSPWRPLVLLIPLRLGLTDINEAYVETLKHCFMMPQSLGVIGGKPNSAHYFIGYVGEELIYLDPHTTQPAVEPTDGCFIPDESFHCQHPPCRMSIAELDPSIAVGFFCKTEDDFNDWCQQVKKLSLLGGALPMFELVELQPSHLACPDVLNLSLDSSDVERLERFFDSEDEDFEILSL
# * marks the source's active call; other numbers are inactive results; nt = not tested or not shown.
nr	structure	hIAP activ	PfGluPho inh	SENP8 block	SENP1 FRET inh
1	O=c1oc2ccccc2c(N2CCCCC2)c1[N+](=O)[O-]	1.09	-4.1	0.8	0.8
2	Cc1ccc2nc(C(F)(F)F)c(C#N)c(N)c2c1	0.833	3.5	-14.8	-2.0
3	O=[N+]([O-])c1ccccc1N/N=C\c1ccccc1Cl	1.04	13.0	36.5	2.9
4	Cc1csc(SCc2nnc(-c3ccccc3Br)o2)n1	1.01	4.3	2.4	1.3
5	COc1ccc(CCNC(=O)CN2CCC(n3nnc4cc(F)ccc43)CC2)cc1OC	nt	-16.4	18.8	0.6
6	O=C(Cn1c(=O)cnc2ccccc21)Nc1cc(Cl)ccc1N1CCOCC1	0.915	10.8	-44.6	-30.0
7	O=C(/C=C/c1ccco1)NCCCN1CCOCC1	0.989	-2.1	9.2	3.7
8	CC(=O)Oc1cccc(C2=CC(=O)CC(C)(C)C2=O)c1	nt	11.5	5.4	-1.0
9	Cc1ccc2nc(Cl)c(CNCc3ccccc3)cc2c1	1.16	17.5	15.5	2.8
10	CCN(CC)CCNC(=O)/C(=C/c1cn(CC)c2ccccc12)NC(=O)c1cc(OC)c(OC)c(OC)c1	0.986	-18.1	1.0	-5.7
11	CCN(CC)CCN(C(=O)/C=C/c1cccs1)c1nc2ccc(F)cc2s1	0.828	2.3	-20.0	-0.3
12	COc1cc(C2C3=C(COC3=O)Oc3cc4c(cc32)OCO4)cc(OC)c1OC(C)=O (configuration not stated)	nt	-4.6	5.1	2.2
13	O=C(Nc1nccs1)c1cc2sccc2n1Cc1ccc(Cl)cc1	0.944	-4.1	-217.5	1.2
14	O=C(CC1CCCC1)Nc1cc(C(F)(F)F)ccc1-n1cncn1	1.06	0.3	-8.7	-18.5
15	CCc1cccc(C)c1NC(=S)N(CCCN1CCN(C)CC1)Cc1cccs1	1.05	11.8	-5.2	-1.0

nr	GRIN3A LBD mod	SENP6 block	MPTP block	ATG4B inhibitor
1	-0.3	-9.9	0.9	-3.7
2	-1.0	-0.5	1.0	-3.6
3	-0.7	91.3*	0.8	-7.8
4	nt	-14.5	0.1	-13.8
5	0.4	nt	-0.9	-3.1
6	3.2	6.9	-2.8	-0.5
7	-1.2	-3.7	0.0	4.2
8	nt	nt	1.2	nt
9	-2.5	-4.7	2.2	-7.9
10	-1.9	-8.4	0.0	2.4
11	-6.1	2.8	31.6	1.5
12	-3.1	nt	-2.2	5.6
13	-0.9	-4.3	1.7	-0.4
14	1.2	10.2	-0.4	3.1
15	-1.7	3.3	-0.6	-8.5

nr	structure	hIAP activ	PfGluPho inh	SENP8 block	SENP1 FRET inh
16	O=P1(O)C=C(c2ccccc2)NC(c2ccccc2)=C1	0.951	1.6	20.6	-0.9
17	COc1ccc(OC)c(NC(=O)c2ccc(-n3cccn3)nc2)c1	0.975	-15.1	14.8	-0.5
18	O=C(NCC(=O)N(c1cccc(F)c1)C(C(=O)NC1CCCC1)c1ccco1)c1ccco1 (configuration not stated)	1.11	-26.9	7.0	0.9
19	COCCn1c(=S)[nH]c2cc(C(=O)N3CCCC(C)C3)ccc2c1=O (configuration not stated)	1.11	0.5	7.3	0.2
20	O=C(c1ccco1)N1CCN(C(=O)c2cc(-c3ccncc3)nc3ccc(Br)cc23)CC1	1.14	2.1	-3.6	1.7
21	O=C(COC(=O)c1ccc(O)cc1)NCC1CCCO1 (configuration not stated)	1.06	6.5	8.9	-1.6
22	COc1ccc(OC)c(S(=O)(=O)NC2CCN(Cc3ccccc3)CC2)c1	0.991	1.5	2.1	-9.2
23	Cc1ccccc1OCCSc1nc(N(C)C)nc(N(C)C)n1	0.896	24.2	12.5	-0.1
24	CCOc1ccc(C(C)C)cc1S(=O)(=O)n1nc(C)cc1C	1.27	-11.1	15.8	0.1
25	C[C@H](CO)N1C[C@H](C)[C@@H](CN(C)S(=O)(=O)c2cccs2)OCc2cn(nn2)CCCC1=O	nt	-5.0	11.1	1.6
26	COc1ccc(-c2ocnc2C(=O)N2CCN(C(=O)C(c3ccccc3)c3ccccc3)CC2)cc1	0.999	-4.8	-14.9	1.5
27	COc1ccc(NC(=O)CSc2nc3ccccc3c3nc4ccccc4n23)cc1	nt	-13.5	-0.4	-0.1
28	COc1ccc(C(=O)N[C@H](C(=O)OCC(=O)NC(=O)c2cccn2C)C(C)C)cc1	0.841	-0.9	8.3	3.0
29	COc1ccccc1NC(=O)C(C)OC(=O)CCCN=C1NS(=O)(=O)c2ccccc21 (configuration not stated)	1.17	-2.1	6.6	2.6
30	C[C@]12C=CC(=O)C=C1CC[C@@H]1[C@@H]2[C@@H](O)C[C@@]2(C)[C@H]1CC[C@]2(O)C(=O)COC(=O)CCC(=O)NCCc1ccc(O)cc1	0.989	-3.8	6.7	-0.4

nr	GRIN3A LBD mod	SENP6 block	MPTP block	ATG4B inhibitor
16	-0.5	-11.1	0.2	-0.1
17	-0.6	-1.6	2.7	-0.4
18	-2.0	-15.1	-1.2	-3.9
19	-1.4	4.3	-0.1	11.4
20	-2.5	-6.0	-3.1	3.8
21	1.3	-7.3	0.3	-10.8
22	-0.1	-4.2	1.9	-18.3
23	-12.8	-18.1	0.0	-5.2
24	-0.4	-4.4	2.1	3.2
25	nt	nt	0.2	nt
26	-2.0	-5.4	-0.2	11.5
27	5.1	nt	16.2	6.5
28	-5.8	4.1	1.4	-1.9
29	-2.6	-14.5	0.1	3.0
30	0.0	-22.2	0.5	-18.1

# 4 compounds from above, ordered by length of the SMILES, low to high:
nr	structure	hIAP activ	PfGluPho inh	SENP8 block	SENP1 FRET inh
16	O=P1(O)C=C(c2ccccc2)NC(c2ccccc2)=C1	0.951	1.6	20.6	-0.9
1	O=c1oc2ccccc2c(N2CCCCC2)c1[N+](=O)[O-]	1.09	-4.1	0.8	0.8
17	COc1ccc(OC)c(NC(=O)c2ccc(-n3cccn3)nc2)c1	0.975	-15.1	14.8	-0.5
5	COc1ccc(CCNC(=O)CN2CCC(n3nnc4cc(F)ccc43)CC2)cc1OC	nt	-16.4	18.8	0.6

nr	GRIN3A LBD mod	SENP6 block	MPTP block	ATG4B inhibitor
16	-0.5	-11.1	0.2	-0.1
1	-0.3	-9.9	0.9	-3.7
17	-0.6	-1.6	2.7	-0.4
5	0.4	nt	-0.9	-3.1

# Carrying on:
nr	structure	hIAP activ	PfGluPho inh	SENP8 block	SENP1 FRET inh
31	CCN(CC)C(=O)c1cn(C)c2ccc(S(=O)(=O)N(CC)CC)cc2c1=O	1.02	2.2	19.5	-2.9
32	CCOC(=O)c1c(C)[nH]c(C(=O)OCC(=O)c2ccc(OC)cc2OC)c1C	1.03	-2.4	3.7	4.6
33	CCOC(=O)Cc1sc(N)nc1C	1.01	-4.8	4.9	1.8
34	CCC(C(=O)Nc1cccc(C(=O)O)c1C)c1ccccc1 (configuration not stated)	1.01	-22.3	11.9	1.4
35	Cc1c(Cl)cccc1NC(=S)NN	1	6.7	-5.8	2.3
36	Cc1ccc(S(=O)(=O)NNC(=O)C(O)(c2ccccc2)c2ccccc2)cc1	0.928	-1.3	10.7	2.9
37	CC(NC(=O)COC(=O)CN1C(=O)c2ccccc2C1=O)c1ccccc1 (configuration not stated)	1.1	7.1	6.7	1.4
38	CCCn1c2ccccc2c2nnc(SCC(=O)Nc3nnc(CC(=O)OCC)s3)nc21	0.985	14.0	12.3	-1.1
39	Cc1ccc(N(CC(=O)N2CCn3c2nc2ccccc23)S(=O)(=O)c2c(C)n[nH]c2C)cc1	0.861	12.8	11.9	-0.4
40	Cc1ccc(S(=O)(=O)N2CCCC(C(=O)NCCc3ccc4c(c3)OCO4)C2)cc1 (configuration not stated)	1.06	-10.0	15.4	0.9
41	O=C(c1ccc(Cn2c(=O)[nH]c3ccccc3c2=O)cc1)N1CCN(c2ccc(F)cc2)CC1	0.955	8.5	5.1	0.2
42	Cn1nnnc1SCCNCc1ccc(Cl)cc1	0.947	0.7	5.4	2.5
43	Cc1ccc(C(=O)CSc2nnc(CNc3ccc(F)cc3)o2)cc1	0.915	-11.4	14.3	-0.1
44	COc1ccc(-c2nn(C)c3sc(C(=O)N4CCOCC4)cc23)cc1OC	0.951	-4.8	-467.4	0.4
45	COc1ccc(CCNC(=O)C2CCC(=O)N(C3CC3)C2)c(OC)c1 (configuration not stated)	1.16	0.4	5.0	0.8

nr	GRIN3A LBD mod	SENP6 block	MPTP block	ATG4B inhibitor
31	-0.3	3.2	0.8	-4.0
32	-0.4	2.8	-0.7	0.7
33	-1.7	-4.2	-0.7	-3.0
34	-0.6	17.2	-2.2	1.0
35	0.3	-9.9	-0.4	-2.0
36	-3.7	-20.6	1.8	-6.2
37	-0.9	-13.1	1.0	-6.3
38	2.4	-7.9	18.0	-7.7
39	-20.4	3.4	2.3	-7.2
40	-1.7	-4.2	-2.1	-0.6
41	-2.2	-21.4	3.5	-22.6
42	0.4	-9.5	-1.0	-5.5
43	1.5	-22.0	-2.1	-1.8
44	0.6	-2.3	-0.3	-9.5
45	0.4	-13.2	0.5	6.6

nr	structure	hIAP activ	PfGluPho inh	SENP8 block	SENP1 FRET inh
46	C=CCn1c(SCCOc2ccccc2)nnc1C(C)NC(=O)c1ccccc1 (configuration not stated)	0.942	-12.8	8.4	-1.0
47	Cn1c(=NC(=O)C2CC2)sc2cc(F)cc(F)c21	0.947	5.9	2.8	2.5
48	COc1ccc([C@H]2CC(=O)C=C(c3c(C)cc(C)cc3C)C2)cc1	0.953	8.2	28.6	-1.4
49	CCc1noc(C)c1C(=O)NNC(=O)COc1ccccc1C	1.02	3.7	9.1	1.7
50	COc1ccc(C2CC(=O)C(C=NCCN3CCN(C(=S)Nc4ccccc4)CC3)=C(O)C2)cc1OC (configuration not stated)	1.16	0.1	6.1	-0.4
51	Cc1[nH]ncc1-c1ccccc1Cl	1.02	7.1	1.8	1.2
52	N#CC(=C1SC=CS1)c1nc(-c2ccccc2)cs1	0.918	5.9	13.0	-5.3
53	CC(C)CCNC(=O)C(c1ccco1)N(CC1CCCO1)C(=O)Cn1nnc2ccccc21 (configuration not stated)	1.32	-9.0	18.0	3.3
54	COc1ccc(CN(C)C(=O)c2ccc(OCC(=O)Nc3cccc(C(F)(F)F)c3)c(OC)c2)c(OC)c1	0.902	18.5	2.0	-0.5
55	CCOC(=O)c1cccc(OS(=O)(=O)Cc2ccccc2)c1	1.07	0.3	-0.5	1.4
56	O=C(OCCC12CC3CC(CC(C3)C1)C2)c1ccc(NCc2cc(O)ccc2O)cc1	nt	44.5	15.6	1.8
57	CS(=O)(=O)c1ccc2nc(NC(=O)CN3CCCCCC3)sc2c1	1.39	-5.6	14.6	-2.8
58	COc1cccc(N2[C@@H](CC(C)=O)c3cc(C(F)(F)F)ccc3S2(=O)=O)c1	1.02	-7.0	0.1	-7.6
59	CC(C)N(C(=O)CN1CCC(c2nc3ccccc3[nH]2)CC1)C(C)C	1.33	-12.9	14.7	1.8
60	CC1CCCN(C(=O)COC(=O)CNC(=O)c2ccc(Br)cc2)C1 (configuration not stated)	0.822	-2.5	2.7	2.0

nr	GRIN3A LBD mod	SENP6 block	MPTP block	ATG4B inhibitor
46	1.1	-2.5	-0.7	-4.1
47	-2.9	21.0	-1.1	-4.8
48	-3.3	-9.7	-1.6	-0.7
49	-0.3	-4.0	-0.5	-0.7
50	-2.2	-11.4	-1.3	-10.1
51	0.8	-6.5	2.2	-5.5
52	-0.8	-11.8	2.4	0.2
53	2.5	-12.2	1.1	-13.1
54	-12.7	4.2	-0.2	-7.5
55	-0.4	-22.5	1.8	-1.5
56	26.8*	nt	0.7	18.5
57	0.8	-3.6	-0.4	7.0
58	0.6	-3.4	0.5	-6.7
59	0.2	1.2	-0.7	-2.8
60	-0.3	-3.2	-0.5	3.3
